VHR inh abs – DUSP3 (human) phosphatase inhibition. AID 1654. 290,000 compounds, 0.52% hits. P51452. recombinant VHR phosphatase, pNPP absorbance. inhibition, % at 13.3 µM; in the data active = inhibition above about 50%; also: some compounds called inactive have numbers as strong as hits
Target sequence (P51452 whole entry, looked up): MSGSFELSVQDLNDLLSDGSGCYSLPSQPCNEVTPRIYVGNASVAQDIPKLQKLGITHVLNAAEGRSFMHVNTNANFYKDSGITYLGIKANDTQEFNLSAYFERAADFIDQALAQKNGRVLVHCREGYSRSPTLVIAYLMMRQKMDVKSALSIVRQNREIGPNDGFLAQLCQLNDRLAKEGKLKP
SARS 3CLpro inh – SARS-CoV 3CLpro protease inhibition; P0C6X7; recombinant SARS-CoV 3CLpro, quenched FRET peptide cleavage; inhibition, % at 6 µM; 290,000 compounds, 0.14% hits; in the data active = inhibition above about 12%
Anthrax LF inh2 – anthrax lethal factor protease inhibition; P15917; multiplex microsphere protease cleavage assay, LF; inhibition, % at 10 µM; 360,000 compounds, 0.12% hits; AID 588501; also: plate controls were buffer without enzyme for full effect and enzyme alone for no effect
PrPC surface inh – inhibitors of human cell surface prion protein PrPC; inhibition, % at 13.8 µM; P04156; 370,000 compounds, 0.43% hits; TR-FRET read-out; in the data active = inhibition above about 24%; also: 0% = median of the test wells and 100% = reference compound wells
BoNT A protease – BoNT A light chain protease inhibition | multiplex microsphere protease substrate cleavage, flow cytometry | inhibition, % at 10 µM | 360,000 compounds, 0.17% hits; also: plate controls were buffer without enzyme for full effect and enzyme alone for no effect
Rv3671c inh – inhibits the M. tuberculosis serine protease Rv3671c; P9WHR9; 320,000 compounds, 0.048% hits; AID 2606; inhibition, % at 5.96 µM; in the data active = inhibition above about 38%;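 also: extracellular domain of Rv3671c used as enzyme; 0% = enzyme with DMSO and 100% = no enzyme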
Target sequence (P9WHR9 whole entry, looked up, the tested form may be a part): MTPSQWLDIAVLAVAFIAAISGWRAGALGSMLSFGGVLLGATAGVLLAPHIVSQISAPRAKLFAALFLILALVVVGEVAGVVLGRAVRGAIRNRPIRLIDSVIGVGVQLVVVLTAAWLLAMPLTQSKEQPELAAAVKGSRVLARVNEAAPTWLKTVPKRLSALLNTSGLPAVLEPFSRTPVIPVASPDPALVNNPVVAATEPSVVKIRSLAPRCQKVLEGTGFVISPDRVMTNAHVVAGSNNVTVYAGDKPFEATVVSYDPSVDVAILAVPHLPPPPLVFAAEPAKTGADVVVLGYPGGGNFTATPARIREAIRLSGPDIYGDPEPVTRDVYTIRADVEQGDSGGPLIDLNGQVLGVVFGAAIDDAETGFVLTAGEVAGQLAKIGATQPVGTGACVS
MazF activator – MazEF (E. coli) toxin RNase activation; FAM/BHQ RNA-DNA oligo cleavage fluorescence, 5 h; activation, % at 20 µM; P0AE70; 350,000 compounds, 0.32% hits; in the data active = activation above about 50%
Target sequence (P0AE70 whole entry, looked up): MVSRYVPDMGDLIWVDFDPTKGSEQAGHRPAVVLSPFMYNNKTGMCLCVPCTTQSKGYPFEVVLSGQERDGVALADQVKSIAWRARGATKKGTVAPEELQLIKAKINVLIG
BoNT-F LC inh – BoNT F light chain protease inhibition; inhibition, % at 10 µM; Multiplex microsphere protease cleavage assay, flow cytometry; 360,000 compounds, 0.22% hits; in the data active = inhibition above about 35%, passing the limit was not always enough; also: plate controls were buffer without enzyme for full effect and enzyme alone for no effect
PriA SSB inh – K. pneumoniae PriA-SSBct interaction inhibition; inhibition, % at 33 µM; 430,000 compounds, 0.6% hits; AlphaScreen SSBct-PriA binding, biotinylated peptide; in the data active = inhibition mostly above about 37%, no sharp cut-off; inactive = mostly below about 20%;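 also: plate controls were negative control peptide for no effect and reference peptide for full effect; strong numbers were not always called active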
CCHFV vOTU inh – blocks the CCHF virus ovarian tumor domain protease | CCHFV vOTU protease, Pep-AMC fluorescence | inhibition, % at 11.5 µM | 370,000 compounds, 0.55% hits; in the data active = inhibition above about 30%; also: 0% = vehicle wells with enzyme and 100% = no enzyme wells
* = called active by the depositor; . = no result given. Rule as the data show it, unless noted: active = inhibition above about 30%; inconclusive = no clear call, values can overlap the other calls; inactive = below that. An excerpt; count on the stated rates, not on these rows.

Codes: A = VHR inh abs; B = SARS 3CLpro inh; C = Anthrax LF inh2; D = PrPC surface inh; E = BoNT A protease; F = Rv3671c inh; G = MazF activator; H = BoNT-F LC inh; I = PriA SSB inh; J = CCHFV vOTU inh
CCOC(=O)CSc1ncc(-c2ccccc2)cn1
  A = 17.6; B = 3.0; C = -4.3; D = -9.9; E = -1.3; F = 0.3; G = -17.7; H = 2.1; I = -26.3; J = 11.4

O=c1cc(CSc2ccccc2)nc(-c2ccncc2)[nH]1
  A = 39.5; B = 4.6; C = -4.6; D = -6.4; E = -0.1; F = -0.3; G = -8.9; H = -1.2; I = -10.3; J = -2.9

CCN(Cc1nc2ccccc2c(=O)[nH]1)C(=O)C1CC(=O)N(c2cccc3ccccc23)C1 (centres undefined)
  A = .; B = .; C = -4.2; D = -12.2; E = -2.4; F = -4.6; G = 7.0; H = -6.0; I = 3.2; J = -9.4

COc1nc(NCc2ccc(Cl)cc2)nc(OC)n1
  A = 10.0; B = -9.2; C = -8.1; D = 7.8; E = -0.4; F = 2.4; G = 2.5; H = -4.0; I = -12.1; J = -3.3

O=C(O)C1CCCCN1C(=O)c1cc2c(s1)CCCCC2 (centres undefined)
  A = .; B = .; C = -7.3; D = -3.1; E = -3.5; F = -3.1; G = -3.3; H = -7.1; I = -3.3; J = -7.7

N#CC1=C(N)SC(N)=C(C#N)C1Cc1ccccc1
  A = 25.3; B = 0.8; C = 15.8; D = 2.4; E = 21.2; F = -17.0; G = -631.3; H = 27.2; I = -3.7; J = -10.0

CCOc1cc(N2CCOCC2)c(OCC)cc1NC(=S)NCCCOC
  A = 20.2; B = 0.3; C = 0.0; D = 1.9; E = 0.3; F = -1.7; G = -2.2; H = 2.2; I = -0.9; J = 11.3

CC(=O)NS(=O)(=O)c1ccc(N2C(=O)CC(Sc3nccc(C)n3)C2=O)cc1 (centres undefined)
  A = 16.6; B = -1.0; C = 8.6; D = 1.0; E = -4.0; F = 4.7; G = 3.5; H = 17.4; I = -9.4; J = -7.2

CCc1nc(SCc2cc(=O)[nH]c3ccccc23)c2c(C)c(C)sc2n1
  A = .; B = .; C = 6.2; D = 4.4; E = -0.7; F = .; G = -42.4; H = -2.9; I = -9.5; J = -4.2

COc1ccc(CCNC(=O)COC(=O)Cc2ccccc2[N+](=O)[O-])cc1
  A = .; B = .; C = 10.8; D = -5.9; E = 4.1; F = 8.6; G = 4.2; H = 4.4; I = 12.4; J = -8.6

COc1ccc(CCNS(=O)(=O)CC23CCC(CC2=O)C3(C)C)cc1OC (centres undefined)
  A = 9.4; B = 3.3; C = -2.7; D = 2.8; E = 2.2; F = -9.7; G = 1.7; H = -0.1; I = -10.8; J = -1.1

O=C(C=Cc1ccco1)N1CCOCC1
  A = .; B = .; C = -4.5; D = -3.4; E = -0.6; F = .; G = 9.3; H = 1.4; I = -5.1; J = -3.1

CC(C)[C@H](NC(=O)N1CC(=O)Nc2ccccc21)C(=O)N[C@@H](Cc1ccccc1)C(=O)O
  A = 16.5; B = -1.1; C = 7.5; D = 7.9; E = 0.3; F = -2.4; G = -1.9; H = 2.4; I = -1.8; J = -2.5

COc1ccc(C(=O)Nc2ccccc2C(=O)NC(Cc2ccc(O)cc2)C(=O)NNC(=O)c2ccccc2)cc1 (centres undefined)
  A = -1.0; B = -9.4; C = -1.8; D = -0.4; E = -0.5; F = -51.5; G = 9.6; H = -9.7; I = -4.0; J = 12.8

S=c1[nH]nc(-c2cccnc2)n1/N=C/C=C/c1ccco1
  A = 48.7; B = 0.7; C = -1.3; D = -6.4; E = 0.4; F = 8.3; G = 9.7; H = 5.1; I = .; J = 10.1

Nc1nc(NCC(=O)O)nc(N2CCCCCC2)c1[N+](=O)[O-]
  A = 2.4; B = 0.5; C = -5.2; D = 2.4; E = 2.0; F = 3.9; G = 4.0; H = 12.5; I = -9.1; J = 13.8

CC(C)(C)OC(=O)NCc1ccc(NC(=O)c2nc[nH]c2C(=O)N[C@@H](Cc2ccccc2)C(=O)OCc2ccccc2)cc1
  A = -4.7; B = .; C = 2.1; D = 10.1; E = -0.2; F = -108.7; G = -10.3; H = -5.5; I = -6.7; J = 16.1

CCCC(O)(CCN1CCOCC1)c1ccc(Br)cc1 (centres undefined)
  A = 7.6; B = 3.6; C = 16.0; D = -3.6; E = 0.5; F = 10.3; G = -10.7; H = 2.4; I = -13.7; J = 7.7

Cc1ccc(-n2c(O)c(C=NCCN(C)C)c(=O)[nH]c2=O)cc1
  A = 42.9; B = 5.5; C = -3.2; D = 6.3; E = 0.7; F = -8.9; G = 2.7; H = 3.0; I = -7.6; J = -5.3

O=C(Nc1ccc(Cl)cc1C(=O)c1ccccc1)c1ccco1
  A = 35.6; B = 0.1; C = 5.1; D = -6.1; E = -1.0; F = -11.3; G = 9.6; H = -8.8; I = 1.9; J = -5.6

O=C(Oc1c(Cl)cc(Cl)c2cccnc12)c1cccc([N+](=O)[O-])c1
  A = 25.3; B = 6.2; C = -0.5; D = .; E = -2.4; F = 6.7; G = -6.5; H = -11.1; I = 29.8; J = .

COc1ccc(-c2cnn3c(N)c(S(=O)(=O)c4ccccc4)cnc23)cc1
  A = 7.2; B = 1.0; C = -3.0; D = -4.7; E = -1.0; F = 5.2; G = -6.5; H = -2.4; I = 4.2; J = -0.8

Cc1ccc(NS(=O)(=O)c2ccc(Cl)c(C(=O)O)c2)cc1S(=O)(=O)N1CCOCC1
  A = 4.7; B = -2.8; C = 0.0; D = 1.3; E = 0.5; F = 3.2; G = 0.3; H = -5.8; I = -11.8; J = 3.6

O=C(CCN1C(=O)C2C3CCC(C3)C2C1=O)Nc1ccc(Cl)cc1Cl (centres undefined)
  A = -7.0; B = -0.1; C = -1.7; D = 6.6; E = -2.6; F = .; G = 9.6; H = -11.0; I = 2.1; J = -1.3

COc1cccc(OCc2nnc(SCC(=O)OCc3ccccc3)o2)c1
  A = -7.9; B = 3.0; C = -2.0; D = -8.8; E = -0.7; F = 5.0; G = -10.2; H = -2.9; I = -40.5; J = 0.7

Nc1ccc2c3c(cccc13)-c1ccccc1-2
  A = .; B = .; C = -5.3; D = 4.5; E = 4.2; F = .; G = -496.0; H = -5.9; I = -85.5; J = 8.5

C/C(=N/N=C(\C)c1ccccc1O)c1ccccc1O
  A = 23.6; B = 0.8; C = 6.4; D = -3.8; E = -2.2; F = -1.5; G = -29.6; H = 8.8; I = .; J = -4.1

CCCNC(=O)COc1coc(CN2CCN(c3ccccc3F)CC2)cc1=O
  A = 23.3; B = -1.4; C = -1.1; D = -3.1; E = -0.7; F = -0.8; G = 6.7; H = 0.3; I = 2.9; J = 21.1

c1ccc(CNc2ccc3ccccc3n2)nc1
  A = 10.2; B = 3.4; C = -2.1; D = -5.3; E = -0.4; F = 8.9; G = 4.5; H = 14.2; I = -5.5; J = -15.4

CCCCOC(=O)CCc1nc2ccccc2[nH]1
  A = 7.9; B = -2.5; C = 3.0; D = -0.7; E = -0.7; F = -8.2; G = 1.7; H = 8.5; I = 0.0; J = -10.0

CC1CCN(S(=O)(=O)c2cn(CC(=O)N3CCN(C)CC3)c(=O)c3ccccc23)CC1
  A = -7.5; B = 2.2; C = -2.1; D = 3.1; E = -0.5; F = .; G = 0.1; H = -5.3; I = 1.7; J = 6.6

COC(=O)N1C(=O)[C@@](c2ccccc2)(C2CCCCC2)N1C(=O)OC
  A = -2.3; B = -0.5; C = -5.3; D = 4.8; E = -0.4; F = -18.9; G = -3.9; H = 1.4; I = -4.0; J = 12.3

CC1(C2CC2)NC(=O)N(CC(=O)Nc2cc(S(=O)(=O)N3CCCCC3)ccc2Cl)C1=O (centres undefined)
  A = .; B = .; C = -10.4; D = -1.0; E = -0.3; F = 10.1; G = 7.0; H = -6.7; I = -2.5; J = -3.1

Cc1cc(Cl)ccc1NC(=S)NCc1cccs1
  A = 17.6; B = 2.4; C = 2.3; D = 0.7; E = 0.9; F = -1.9; G = 0.7; H = 5.3; I = 35.7; J = 9.0

CCOC(=O)c1cc(C(=O)Nc2ccc(C)c(F)c2)nn1C
  A = 49.3; B = 2.2; C = -2.4; D = 5.1; E = -3.2; F = 6.5; G = -3.5; H = -5.6; I = -14.0; J = 14.4

COc1ccc(/C=N/Nc2nc(N3CCCC3)nc(N3CCCC3)n2)cc1O
  A = 39.9; B = 0.9; C = 15.7; D = -2.3; E = 0.4; F = 0.4; G = 2.6; H = -6.1; I = .; J = 8.6

CC(=O)c1cccc(NC(=O)c2nc(-c3ccccc3)oc2C)c1
  A = 24.9; B = -2.8; C = 2.6; D = 6.6; E = 1.0; F = -6.2; G = -2.3; H = 4.4; I = -7.8; J = -7.5

Cn1ccnc1/C(=N\NC(=O)c1ccc(O)cc1)c1cccc([N+](=O)[O-])c1
  A = 5.4; B = -1.3; C = -1.1; D = 3.0; E = 0.2; F = 0.9; G = 2.6; H = 1.2; I = .; J = -10.9

CCOc1ccc(-c2cnc(NCc3cccc4ccccc34)n2CCOC)cc1
  A = -0.7; B = -1.1; C = -14.8; D = -9.0; E = -2.9; F = 12.1; G = 8.1; H = -43.6; I = 26.4; J = -8.1

COC(=O)CC1OCC=C2CN3CCC45C6=CC(=O)C(=O)C([N+](=O)[O-])=C6NC4C1C2CC35 (centres undefined)
  A = .; B = .; C = -6.2; D = -29.9; E = 0.1; F = .; G = .; H = 7.1; I = .; J = 63.9*

O=c1[nH]c(=O)n(CCC2=CCCCC2)c(O)c1C=NCCN1CCNCC1
  A = 43.2; B = 2.1; C = -3.1; D = -2.7; E = 0.8; F = -13.2; G = -28.6; H = -5.9; I = -19.3; J = 7.6

COC(=O)c1ccc(-n2nc(C(F)(F)F)c3c2-c2ccoc2CC3)cc1
  A = 16.1; B = -2.3; C = -2.3; D = -0.1; E = -1.2; F = 5.8; G = -17.1; H = 7.7; I = -15.1; J = 5.7

O=C(NCCN1CCNC1=O)c1ccc2sc([C@H]3C[C@H](O)[C@@H](CO)O3)nc2c1
  A = .; B = .; C = -2.3; D = 11.5; E = -0.5; F = .; G = .; H = -5.9; I = .; J = 6.8

COC(=O)c1cc2n(n1)CCN(Cc1ccccc1Cl)C2=O
  A = 23.5; B = -5.0; C = -3.3; D = -3.4; E = 0.1; F = 1.8; G = 0.3; H = 12.4; I = -14.0; J = 5.4

N#Cc1nc(-c2ccc(F)cc2)oc1NCc1ccccc1
  A = 12.4; B = 0.2; C = -5.6; D = -0.9; E = -0.1; F = 3.0; G = 2.1; H = 1.4; I = -10.9; J = -3.8

High-throughput results as filed in PubChem BioAssay.
